# G6PDH CS: inhibits Leuconostoc G6PDH, flagging false hits in G6PDH-based assays; Purified L. mesenteroides G6PDH, diaphorase/resazurin coupled fluorescence, 45 min; inhibition, % at 5 µM; 200,000 tested, 0.12% active; AID 1020; in the data active = inhibition above about 50%
# TLR4 MyD88 comp: blocks binding of human TLR4 to MyD88. HeLa CL3-4 TLR4/MyD88 BLA complementation, FRET ratio. O00206+Q99836. inhibition, % at 8.4 µM. 200,000 tested, 0.18% active; in the data active = inhibition above about 25%;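 also: 0% = vehicle and 100% = reference inhibitor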
# Target sequence (O00206 whole entry, looked up): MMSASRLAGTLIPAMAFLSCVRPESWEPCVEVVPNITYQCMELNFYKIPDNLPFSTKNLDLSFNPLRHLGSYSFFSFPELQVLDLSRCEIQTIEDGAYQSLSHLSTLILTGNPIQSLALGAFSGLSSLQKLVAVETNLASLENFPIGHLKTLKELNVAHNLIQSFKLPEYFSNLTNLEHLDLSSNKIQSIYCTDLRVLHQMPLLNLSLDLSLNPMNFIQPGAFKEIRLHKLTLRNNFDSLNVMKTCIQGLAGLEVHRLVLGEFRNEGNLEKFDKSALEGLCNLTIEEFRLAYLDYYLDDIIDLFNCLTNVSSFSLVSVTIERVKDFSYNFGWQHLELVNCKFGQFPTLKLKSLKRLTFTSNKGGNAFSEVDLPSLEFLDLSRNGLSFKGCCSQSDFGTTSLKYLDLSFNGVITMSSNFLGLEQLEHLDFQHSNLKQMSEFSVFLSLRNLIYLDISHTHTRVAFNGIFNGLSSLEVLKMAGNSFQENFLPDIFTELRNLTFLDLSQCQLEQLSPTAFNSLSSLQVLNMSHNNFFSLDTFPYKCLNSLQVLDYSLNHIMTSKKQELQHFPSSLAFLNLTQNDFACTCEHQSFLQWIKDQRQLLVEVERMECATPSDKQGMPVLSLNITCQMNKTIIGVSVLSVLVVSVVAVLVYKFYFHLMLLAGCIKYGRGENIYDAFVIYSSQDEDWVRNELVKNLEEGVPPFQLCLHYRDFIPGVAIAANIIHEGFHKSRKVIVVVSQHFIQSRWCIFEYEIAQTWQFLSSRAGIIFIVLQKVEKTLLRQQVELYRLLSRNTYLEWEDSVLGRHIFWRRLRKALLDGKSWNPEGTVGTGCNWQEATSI
# Target sequence (Q99836 whole entry, looked up): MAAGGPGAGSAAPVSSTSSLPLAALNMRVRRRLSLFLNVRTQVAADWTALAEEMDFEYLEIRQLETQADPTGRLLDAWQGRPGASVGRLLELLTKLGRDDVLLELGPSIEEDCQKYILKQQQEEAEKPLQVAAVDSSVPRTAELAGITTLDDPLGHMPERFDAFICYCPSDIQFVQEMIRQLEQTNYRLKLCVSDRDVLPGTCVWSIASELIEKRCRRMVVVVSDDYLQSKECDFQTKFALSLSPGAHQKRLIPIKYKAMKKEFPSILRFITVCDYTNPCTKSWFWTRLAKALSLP
# NF-kB neuron act: NF-kB expression increase, human neuronal cells; 190,000 tested, 1.6% active; NF-kB reporter expression; hits give high values; AID 1239; fold change at 12.5 µM; in the data active = fold change above about 3.3
# STAT1 act: activators of IFN-gamma induced STAT1 signaling | NIH 3T3 STAT1-luciferase reporter, luminescence; 100% = IFN-gamma alone, no compound | activation (% of control), % at 5.5 µM | 200,000 tested, 2.6% active | AID 932;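 active = activation above the screen-wide mean activation plus 3 SD, cut at about 130% in these data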;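 also: raw ratio to IFN-gamma control signal so 100% means no change and 0% no light; values of inactives mirror those of a sister screen read the other way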
# FLuc act counter: affects firefly luciferase, flagging false hits in luciferase stimulation screens. ATPlite luciferase biochemical, luminescence, 10 min; 0 = ATP-free wells, 1 = DMSO control. P08659. 200,000 tested, under 10 active. activation factor at 10 µM;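 active = luciferase activation factor, scaled between plate controls, of at least 2 with compound at 10 µM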
#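 test system = cell-free luciferase reagent | medium = PBS as buffer for the ATP substrate | dosing = test compounds dosed from 2 mM stocks in 100% DMSO | incubation = 10 min at ambient temperature | detection = luminescence measurement of luciferase light output | benchmarks = low control with PBS replacing ATP, high control enzyme plus ATP without compound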
# Diaphorase inh: inhibits diaphorase or chemically oxidizes, flagging diaphorase assay artifacts. diaphorase resazurin-to-resorufin fluorescence, NADH, 16 min; bacterial (C. kluyveri) enzyme, not human. 190,000 tested, 0.69% active. AID 1217. inhibition, % at 20 µM;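 active = primary screen inhibition at 20 µM above a set limit, cut at about 50% in these data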;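 also: plate controls were DMSO with full reaction for no effect and wells lacking NADH for full effect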
#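 Test system: Clostridium kluyveri diaphorase enzyme / Quantity: diaphorase at 0.14 U/mL in enzyme working solution / Incubation: 16-min room-temperature incubation before reading / Benchmarks: NADH-free wells as positive control, DMSO-only neutral wells / Signal: resorufin fluorescence 544/590 nm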
# Diaph act CS: counter-screen for diaphorase-based assays: diaphorase activators and chemical reducers; Diaphorase/resazurin coupled assay, resorufin fluorescence, 16 min; hits give high values; 1 = vehicle wells, 0 = NADH-free wells; activation factor at 20 µM; 190,000 tested, 0.005% active; AID 1229;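 active = diaphorase activity raised at least twofold by the compound at 20 µM; inactive = activation factor below 2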
#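 Assay system: Purified diaphorase enzyme from Clostridium kluyveri | Amount: Enzyme 0.07 U/mL final | Dosing: Compound 20 µM once, DMSO 1% | Timing: 16 min reaction at room temperature | Detection: Fluorescence, excitation 544 nm and emission 590 nm | Evaluation: Higher resorufin formation from activation or reduction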
# FLuc inhib CS: Photinus pyralis luciferase inhibition counter-screen. P08659. ATPLite firefly luciferase biochemical luminescence, 10 min. inhibition, % at 10 µM. 200,000 tested, 1.5% active. AID 1006;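 active = inhibition above about 50% when tested at 10 µM, limit read from the data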
# APP transl inh: APP translation inhibition; SH-SY5Y APP 5'UTR-luciferase reporter, luminescence; inhibition, % at 2 µM; 190,000 tested, 0.82% active; AID 1285;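 active = inhibition above a set limit, derived from the sample mean plus 3 SD, cut at about 45% in these data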; also: values of inactives mirror those of a sister screen read the other way
# APP 5'UTR act: activates APP 5'UTR luciferase reporter; activation, % at 2 µM; SH-SY5Y APP 5'UTR luciferase reporter, luminescence; zero percent = DMSO vehicle wells; AID 1276; 190,000 tested, 1% active;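 active = activation above a set limit, based on mean plus 3 SD of controls, cut at about 140% in these data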; also: values of inactives mirror those of a sister screen read the other way
# Starred values were filed as active, the others as inactive; . = not tested or not shown.
SMILES,G6PDH CS,TLR4 MyD88 comp,NF-kB neuron act,STAT1 act,FLuc act counter,Diaphorase inh,Diaph act CS,FLuc inhib CS,APP transl inh,APP 5'UTR act
S=C(Nc1cccc(Cl)c1)Nc1ccccc1Oc1ccccc1,2,-3,0.89,87,1.1,15,0.9,-6,11,-11
CCOC(=O)/C(C#N)=C\c1ccc(N2CCN(C/C=C/c3ccccc3)CC2)cc1,-20,10,1.4,85,1,10,0.9,2,-21,21
CS(=O)(=O)N(CC(=O)NCc1ccco1)c1ccc(Cl)c(C(F)(F)F)c1,4,-1,0.94,100,1,8,0.9,-3,0,0
COC(=O)C(C)Sc1nc2c(c(=O)n(C)c(=O)n2C)n1CCC(C)C (centres undefined),-1,6,1.3,96,1.1,12,0.9,-8,10,-10
CCOc1ccccc1/C=N/NC(=O)Cc1csc(Nc2cccc(C(F)(F)F)c2)n1,2,-7,0.87,107,1.1,38,0.6,-11,12,-12
N#CCOc1ccc(C2=NO[C@@H]3[C@@H]4C[C@@H]([C@H]5C(=O)N(c6ccc7c(c6)OCO7)C(=O)[C@@H]45)[C@H]23)cc1,-8,-1,0.98,100,1,17,0.8,-3,4,-4
C=CCN(CC=C)c1nc2ccccc2nc1C(C#N)C(=O)OC(C)C (centres undefined),0,6,0.78,104,1.1,27,0.7,-7,-3,3
NC(=O)CCC(NS(=O)(=O)c1ccc(Cl)cc1)C(=O)NCc1ccc(Cl)cc1 (centres undefined),1,3,1,99,1,8,0.9,-2,6,-6
N#Cc1c(N)nc(SCC(=O)NCc2ccc3c(c2)OCO3)c(C#N)c1-c1cccs1,4,-1,0.98,100,1.1,20,0.8,-7,-8,8
CCOC(=O)N1CCC(N2CCN(C3CCCC3)C(CCO)C2)CC1 (centres undefined),9,-8,.,104,1,8,0.9,-4,-22,22
CC(C)CCNC(=O)CCNS(=O)(=O)c1ccc(Cl)cc1,0,-9,1.5,97,1,0,1,0,2,-2
COC(=O)c1nc(N)sc1-c1ccccc1,1,2,1.3,84,1,14,0.9,-4,-6,6
COc1cccc(NC(=O)Nc2cnccn2)c1,6,-3,1.4,117,1,12,0.9,3,-10,10
CCOC(=O)CCC(NC(=O)CCCCCCCC(=O)NC(CCC(=O)OCC)C(=O)OCC)C(=O)OCC (centres undefined),23,0,1.3,90,1.1,13,0.9,-7,-7,7
C(=N\Nc1nc(-c2ccccc2)cs1)/c1cccnc1,-37,-17,2.3,144*,0.9,20,0.8,10,-48,48
Nn1cc(-c2ccccc2)nc1SCC(=O)NCC1CCCO1 (centres undefined),3,-4,1.1,107,1,-5,1.1,0,6,-6
O=C(c1ccc2nc3ccccc3c(=O)n2c1)N1CCN(Cc2ccc3c(c2)OCO3)CC1,0,17,0.85,100,1.1,19,0.8,-6,6,-6
CC(=O)NCCCC(=O)NC(CCC(=O)OCc1ccccc1)C(=O)OCc1ccccc1 (centres undefined),9,20,1.1,103,1,2,1,-3,9,-9
CN(C)CCCNCCCNC(=O)/C(=N\O)c1ccccn1,1,-13,1.1,104,1.1,2,1,-8,-14,14
COC(=O)c1ccccc1NC(=O)CN1CCN(c2ccccn2)CC1,8,3,1,92,1.1,.,.,-6,-36,36
COc1cccc(-c2nnn(CC(C)=O)n2)c1,-2,12,2.2,134*,0.7,10,0.9,34,-127,127
CS(=O)(=O)N1CCN(c2ccc(NC(=O)c3ccc(Br)o3)cc2)CC1,5,3,1.9,130*,0.9,10,0.9,10,-26,27
CNc1cc(CS(=O)c2ccccc2)nc(-c2ccccc2)n1 (centres undefined),-2,8,0.83,102,1.1,9,0.9,-6,-8,8
CCC(C)C(=O)Nc1cc(C(=O)OC)ccc1C(=O)OC (centres undefined),-8,10,1.2,98,1,8,0.9,1,.,.
COc1cc(-n2nc(C)c3c2OC(N)=C(C#N)C3c2ccccc2)c(Cl)c(Br)c1O (centres undefined),3,2,0.82,99,1,30,0.7,-4,11,-11
Cc1ccc(OCCN2CCN(C(=O)CCC(=O)Nc3nnc(C(C)C)s3)CC2)cc1,9,-1,1.7,92,1,0,1,-3,16,-16
O=C(c1nc2ccc(Cl)cn2c1CNCC[C@@H]1C[C@@H]2C=C[C@H]1C2)N1CCCCCCC1,0,11,0.85,100,1,18,0.8,-4,5,-5
Cc1cccc(N(C(=O)CCC(=O)Nc2cc(C)on2)C(C(=O)NC2CCCC2)c2ccncc2)c1 (centres undefined),3,7,1.1,96,1.1,18,0.8,-5,11,-11
O=C(NCc1ccc2c(c1)OCO2)c1ccc2snnc2c1,5,-4,1.3,95,1,9,0.9,-4,11,-11
COc1ccccc1-n1c(SCC(=O)NC2CCCC2)nc2cccnc21,0,-7,1,96,1.1,20,0.8,-8,-20,20
Cc1ccc(OCC(=O)NCc2ccccn2)c(Br)c1,4,11,2.1,141*,0.9,7,0.9,8,-30,30
CCOc1ccc(/C=N/NC(=O)C2(O)c3ccccc3-c3ccccc32)cc1,0,7,0.9,99,1,5,1,-5,-6,6
CC1Cc2ccccc2N1C(=O)C1CCN(S(=O)(=O)Cc2ccccc2)CC1 (centres undefined),4,-9,1.1,103,1.1,6,0.9,-5,-6,6
CC(C)COC(=O)C1C(=O)CC(C)(O)C(C(=O)OCC(C)C)C1c1cccnc1 (centres undefined),9,-2,1.1,94,1,8,0.9,-4,-8,8
Cc1ccccc1/C=N\NC(=O)c1ccccc1-n1cccc1,1,7,1.1,98,1,6,0.9,-4,38,-38
OC(CNc1ccccc1)COc1ccc(OCC(O)CNc2ccccc2)cc1 (centres undefined),-3,4,0.68,102,1.1,27,0.7,-6,-7,7

# STAT1 act, hit marks shown above
canonical_smiles,G6PDH CS,TLR4 MyD88 comp,NF-kB neuron act,STAT1 act,Diaphorase inh,APP transl inh,APP 5'UTR act
C(=N\Nc1nc(-c2ccccc2)cs1)/c1cccnc1,-37,-17,2.3,144*,20,-48,48
COc1cccc(-c2nnn(CC(C)=O)n2)c1,-2,12,2.2,134*,10,-127,127
CS(=O)(=O)N1CCN(c2ccc(NC(=O)c3ccc(Br)o3)cc2)CC1,5,3,1.9,130*,10,-26,27
Cc1ccc(OCC(=O)NCc2ccccn2)c(Br)c1,4,11,2.1,141*,7,-30,30

# (cont.)
SMILES,G6PDH CS,TLR4 MyD88 comp,NF-kB neuron act,STAT1 act,FLuc act counter,Diaphorase inh,Diaph act CS,FLuc inhib CS,APP transl inh,APP 5'UTR act
O=C(O)CCCN1C(=O)c2ccc(C(=O)c3cccc([N+](=O)[O-])c3)cc2C1=O,0,4,1,99,1,1,1,-4,11,-11
Cc1ccc(CNC(=O)CN2CCN(Cc3ccc(Cl)cc3)C2=O)cc1,7,5,1.3,99,1,-9,1.1,-4,6,-6
C=C[C@]1(C)C[C@H]1[C@H](NP(=O)(c1ccccc1)c1ccccc1)c1ccccc1,16,-7,1.3,99,1,18,0.8,-5,-4,4
COC(=O)CCC(=O)N1CCOCCOCCOCC1,4,-10,1.2,95,1.1,2,1,-7,4,-4
O=C(O)c1cc(-c2ccc3c(c2)OCCO3)n[nH]1,15,-2,0.99,101,0.6,25,0.8,40,-6,6
c1ccc(-c2noc(-c3cccnc3)n2)cc1,-13,-2,3.4*,150*,0.7,16,0.8,26,-80,80
CCOC(=O)c1sc2ncn(C(CC)C(=O)OCC)c(=O)c2c1C (centres undefined),12,0,1.3,98,1,14,0.9,2,-4,4
CSC1=NCCN1C(=O)Cc1cccs1,12,-6,1.3,104,1,1,1,0,0,0
CCNC(=O)CC1C(=O)N(c2ccc(F)cc2)C(=S)N1CCc1ccncc1 (centres undefined),0,-8,0.97,101,1,-4,1,-4,-19,19
O=C(NC1=NCCS1)c1cc(-c2cccc(Br)c2)nc2ccccc12,0,-2,0.74,95,0.9,14,0.9,8,8,-8
CC(=O)Nc1c(C(=O)c2ccccc2)oc2ccccc12,2,15,1.1,96,1.1,12,0.9,-9,7,-7
O=C(NNC(=O)C1CCN(Cc2ccc(Cl)c(Cl)c2)CC1)c1cccs1,23,-10,0.88,97,1,6,0.9,-2,4,-4
CCCc1cc(=O)n2[nH]c(C)c(-c3ccccc3)c2n1,-3,-2,1.1,98,1.1,19,0.8,-8,2,-1
NC(N)=N/N=C/c1ccccc1,-1,-5,1.3,100,1,9,0.9,-4,-22,22
O=C(c1ccccc1Oc1nnnn1-c1ccccc1)N1CCOCC1,-1,3,0.93,106,1.1,8,0.9,-6,-8,8
COCCN(C(=O)Cc1cccs1)C(C(=O)NCc1ccc(OC)cc1)c1ccc(C(C)C)cc1 (centres undefined),-7,6,0.35,101,1.1,23,0.8,-6,.,.
Cc1ccc(S(=O)(=O)N2CCCCC2)cc1NC(=O)C1CC(=O)N(Cc2ccccc2)C1 (centres undefined),2,2,0.92,105,1.1,0,1,-6,2,-2
O=C1C2C3CCCC3=C3CCCC3C2C(=O)N1c1ccc(Cl)cc1 (centres undefined),-7,0,.,99,1.1,15,0.8,-5,-5,5
CN1C(=O)C2(OCC(COc3ccc(Cl)cc3)O2)c2ccccc21 (centres undefined),8,-1,0.9,97,1.1,31,0.7,-5,0,0
O=C(C1CCCCN1S(=O)(=O)c1ccc(F)cc1)N1CCN(c2ccccc2F)CC1 (centres undefined),-11,-1,1,101,1,17,0.8,-5,2,-2
c1ccc(N2CCN(Cc3cnc(N4CCOCC4)s3)CC2)cc1,0,-3,0.93,104,1,22,0.8,-2,13,-13
O=C(Cn1nnc2ccccc21)N/N=C/c1ccco1,-3,-10,0.98,100,1,17,0.8,-4,-6,6
Cc1ccc(NC(=O)c2cncc(Br)c2)c([N+](=O)[O-])c1,2,6,1.4,109,1,11,0.9,1,3,-3
CCOc1ccc(CNC(=S)N/N=C\c2ccc([N+](=O)[O-])cc2)cc1,-35,0,1.1,115,1,-8,1.1,-3,-1,1
COc1ccc(S(=O)(=O)NCCc2nnc3ccc(SCC(=O)Nc4cc(C)on4)nn23)cc1,-4,-6,1.1,101,1,22,0.8,-4,-25,25
C/C(CC(=O)Nc1cccc(F)c1)=N\NC(=O)C(=O)NC1CCCCC1,6,-4,1.2,96,1.1,12,0.9,-6,15,-15
COc1cnn(C(C)(C)C)c(=O)c1Cl,5,9,1,99,1.1,14,0.9,-5,0,0
CCOCCCN(Cc1ccco1)C(=O)c1cc2c(=O)[nH]c3ccc(C)cc3c2s1,0,-4,0.33,104,1.1,29,0.7,-7,-2,2
COc1ccccc1NC(=O)c1ccc(N)cc1,4,-13,1.5,106,1,-4,1,5,-6,6
Cc1c(N=Cc2cccnc2)c(=O)n(-c2ccccc2)n1C,6,1,.,97,1,4,1,-1,-8,8

# Part of the list above in order of length of the SMILES, smallest number first:
SMILES,G6PDH CS,TLR4 MyD88 comp,NF-kB neuron act,STAT1 act,FLuc act counter,Diaphorase inh,Diaph act CS,FLuc inhib CS,APP transl inh,APP 5'UTR act
COc1cnn(C(C)(C)C)c(=O)c1Cl,5,9,1,99,1.1,14,0.9,-5,0,0
C/C(CC(=O)Nc1cccc(F)c1)=N\NC(=O)C(=O)NC1CCCCC1,6,-4,1.2,96,1.1,12,0.9,-6,15,-15
COc1ccc(S(=O)(=O)NCCc2nnc3ccc(SCC(=O)Nc4cc(C)on4)nn23)cc1,-4,-6,1.1,101,1,22,0.8,-4,-25,25
